# MsrA inhibitor: inhibitors of bovine MsrA | purified bovine MsrA, absorbance read-out | inhibition, % at 15.5 µM | 360,000 tested, 0.75% active; in the data active means inhibition above about 4.5%;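 further: 0% = vehicle wells with enzyme and 100% = reference inhibitor wells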
# eLon inh: E. coli protease La inhibition. purified E. coli Lon protease, fluorescence polarization. inhibition, % at 7.94 µM. 360,000 tested, 0.42% active. AID 602123; in the data active means inhibition above about 13%, passing the limit was not always enough;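 further: 0% = enzyme with probe and DMSO and 100% = no enzyme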
# MT1-MMP act inh: inhibitors of human MT1-MMP activation. AID 651647. 360,000 tested, 0.061% active. P50281. GFP/RFP ratio change, % at 20 µM. HT1080 RFP-PRO-GFP cells, GFP/RFP ratio fluorescence, overnight; percent of plate control window, DMSO zero;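 active means GFP/RFP ratio change of at least 30% with cell ATP level not reduced by more than half and red fluorescence within 50% of control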; further: strong numbers were not always called active
#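 Assay system – RFP-PRO-GFP reporter HT1080 cells · Compound dosing – single dose of 20 µM compound, 1% DMSO final · Incubation – overnight compound exposure at 37 °C · Measure – GFP/RFP fluorescence ratio · Benchmarks – DMSO wells and RFP-L50D-GFP cells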
# FAS TE block: blocks the thioesterase domain of human fatty acid synthase; P49327; inhibition, % at 15 µM; 360,000 tested, 0.67% active; recombinant FAS-TE, OMFH fluorogenic substrate, fluorescence endpoint;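 active means compounds whose normalised, plate-corrected inhibition of enzyme fluorescence in the single-dose primary screen is 50% or more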;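 further: 0% = DMSO with enzyme and 100% = substrate without enzyme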
# MsrA act: activators of bovine methionine sulfoxide reductase A | purified bovine MsrA, absorbance read-out | 360,000 tested, 0.3% active | activation, % at 10.6 µM; in the data active means activation above about 7.5%;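 further: 0% = vehicle and 100% = reference activator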
# NRP1-CendR mod: alters CendR peptide binding to human NRP-1 | 360,000 tested, 0.85% active | inhibition, % at 25 µM | FAM-RPARPAR peptide binding to NRP-1, fluorescence polarization;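 active means inhibition or corrected inhibition above about 18%, plus a signal ratio from 0.5 to 1.5, limit read from the data, passing the limit was not always enough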; further: strong numbers were not always called active
# SKN-1 inh: C. elegans SKN-1 inhibition. C. elegans VP596 Pgst-4::GFP/RFP ratio, acrylamide-induced, 24 h. 360,000 tested, 0.49% active. inhibition, % at 21.8 µM;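 active means interference check ratio from 0.5 to 1.5 plus GFP to RFP signal ratio inhibition reaching or exceeding a fixed threshold, cut at about 30% in these data, passing the limit was not always enough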; further: some compounds called inactive have numbers as strong as hits
# Neddylation inh: inhibitors of human cullin neddylation; TR-FRET cullin neddylation, biochemical; 360,000 tested, 0.58% active; P61081+Q13564; calls only at 25 µM; in the data active means inhibition above about 36%
# Rin1-Abl PPI inh: inhibitors of human Rin1-Abl protein interaction; P00519+Q13671; TR-FRET Rin1/Abl binding, biochemical; inhibition, % at 7.35 µM; 360,000 tested, 0.4% active; AID 588664; in the data active means inhibition above about 5%, passing the limit was not always enough
# Target sequence (P00519 whole entry, looked up): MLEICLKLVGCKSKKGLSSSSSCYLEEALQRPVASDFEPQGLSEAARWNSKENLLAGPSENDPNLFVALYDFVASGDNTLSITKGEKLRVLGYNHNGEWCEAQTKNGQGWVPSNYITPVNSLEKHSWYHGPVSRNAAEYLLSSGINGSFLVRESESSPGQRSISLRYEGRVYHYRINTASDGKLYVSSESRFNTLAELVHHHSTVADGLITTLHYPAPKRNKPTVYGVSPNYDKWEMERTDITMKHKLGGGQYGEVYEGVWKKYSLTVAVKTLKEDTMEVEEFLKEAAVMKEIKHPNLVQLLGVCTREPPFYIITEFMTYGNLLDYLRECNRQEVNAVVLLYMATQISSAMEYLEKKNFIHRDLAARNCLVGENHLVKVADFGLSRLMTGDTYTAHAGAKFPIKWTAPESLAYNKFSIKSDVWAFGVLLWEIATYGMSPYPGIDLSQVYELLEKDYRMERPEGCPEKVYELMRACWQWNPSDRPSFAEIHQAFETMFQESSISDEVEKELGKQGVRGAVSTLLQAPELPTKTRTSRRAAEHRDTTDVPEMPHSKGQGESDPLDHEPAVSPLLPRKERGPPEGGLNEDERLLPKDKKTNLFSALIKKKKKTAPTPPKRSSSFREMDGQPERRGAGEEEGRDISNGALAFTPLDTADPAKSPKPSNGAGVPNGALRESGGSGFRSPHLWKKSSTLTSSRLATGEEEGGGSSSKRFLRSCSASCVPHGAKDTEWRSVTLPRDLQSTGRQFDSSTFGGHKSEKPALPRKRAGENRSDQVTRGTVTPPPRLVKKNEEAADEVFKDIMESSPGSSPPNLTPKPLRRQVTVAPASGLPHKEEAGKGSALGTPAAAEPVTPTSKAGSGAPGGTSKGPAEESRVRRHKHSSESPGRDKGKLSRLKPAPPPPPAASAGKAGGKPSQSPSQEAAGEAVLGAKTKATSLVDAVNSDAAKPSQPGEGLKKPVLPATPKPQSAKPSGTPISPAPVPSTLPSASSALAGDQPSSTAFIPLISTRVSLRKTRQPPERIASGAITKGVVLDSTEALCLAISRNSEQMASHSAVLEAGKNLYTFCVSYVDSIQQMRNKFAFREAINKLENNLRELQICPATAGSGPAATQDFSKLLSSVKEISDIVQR
# Target sequence (Q13671 whole entry, looked up): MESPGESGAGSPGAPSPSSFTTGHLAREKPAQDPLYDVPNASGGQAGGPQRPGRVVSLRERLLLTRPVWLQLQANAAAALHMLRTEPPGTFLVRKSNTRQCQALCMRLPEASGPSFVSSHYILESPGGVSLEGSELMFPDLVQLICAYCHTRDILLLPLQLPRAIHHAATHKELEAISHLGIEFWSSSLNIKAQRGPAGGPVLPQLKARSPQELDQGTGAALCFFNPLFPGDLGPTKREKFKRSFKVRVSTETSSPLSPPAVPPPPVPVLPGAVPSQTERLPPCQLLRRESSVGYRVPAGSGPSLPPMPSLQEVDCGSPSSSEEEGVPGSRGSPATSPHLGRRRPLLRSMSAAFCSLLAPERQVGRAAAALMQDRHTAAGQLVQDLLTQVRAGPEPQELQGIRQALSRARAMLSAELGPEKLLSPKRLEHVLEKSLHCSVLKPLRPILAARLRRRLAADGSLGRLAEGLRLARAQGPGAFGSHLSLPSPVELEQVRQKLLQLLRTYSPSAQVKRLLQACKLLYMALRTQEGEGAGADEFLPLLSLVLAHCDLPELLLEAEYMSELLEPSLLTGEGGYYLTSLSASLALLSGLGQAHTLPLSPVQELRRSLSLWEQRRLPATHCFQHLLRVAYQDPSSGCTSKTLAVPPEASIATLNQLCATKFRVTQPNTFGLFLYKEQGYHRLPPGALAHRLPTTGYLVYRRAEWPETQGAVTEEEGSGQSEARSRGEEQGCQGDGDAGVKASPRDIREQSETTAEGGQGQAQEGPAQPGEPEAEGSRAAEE
# Numbers without * were called inactive; i = inactive; . = not tested or not shown.
# Second line of a record – MsrA inhibitor	eLon inh	MT1-MMP act inh	FAS TE block	MsrA act	NRP1-CendR mod	SKN-1 inh	Neddylation inh	Rin1-Abl PPI inh
- O=C(OCC(=O)N1CCc2ccccc21)c1ccncc1
  0.4	-11	-3	-4	-2	-18	1	i	1
- COc1cc(-c2[nH]ncc2CN2CCN(Cc3cccs3)CC2)cc(OC)c1OC
  0.5	-2	-1	-4	-2	-4	0	i	2
- CC1Oc2ccccc2N(CC(=O)NC2CCCC2)C1=O (centres undefined)
  -1.6	1	1	-4	-2	8	7	i	-1
- O=C1C2C3c4ccccc4C(c4ccccc43)[C@@H]2C(=O)N1c1nc(-c2ccccc2)cs1 (some centres undefined)
  -0.6	-1	-3	52*	-3	-4	9	i	-1
- CCOC(=O)CNC(=O)Cc1ccc(Cl)cc1
  1.3	3	-1	-6	-4	6	0	i	0
- COc1ccc(Cn2nc(C(=O)O)c3ccccc3c2=O)cc1F
  1.2	7	2	4	-8	8	-7	i	0
- CCCc1c(O)nc(SC2CC(=O)N(c3ccc(OC)cc3)C2=O)[nH]c1=O (centres undefined)
  0.7	2	3	-6	-1	-1	5	i	-4
- CCCCNC(=S)Nc1cccc(C(C)=O)c1
  1.2	2	3	-11	-4	3	-1	i	-1
- O=C(Nc1cccc(-c2nc3cccnc3s2)c1)c1ccco1
  0.2	-6	3	1	1	-16	10	i	2
- CC1=C(C(=O)N(C(C)C)C(C)C)CC(CC(=O)NCCCCc2ccccc2)C(=O)N1Cc1ccc(F)cc1 (centres undefined)
  0.2	-2	-6	24	-1	3	2	i	1
- O=C(Nc1nnc(/N=C/c2ccco2)s1)c1ccc(F)cc1
  -0.3	-5	-3	-9	-4	-9	-19	i	0
- CCCNS(=O)(=O)c1cc2c3c(c1)C(C)C(=O)N3CCC2 (centres undefined)
  -0.3	-4	-3	-6	-2	6	2	i	2
- CCOc1cc2[nH]c(=S)n(Cc3ccc(C(=O)N4CCN(C)CC4)cc3)c(=O)c2cc1OCC
  0.0	9	1	-2	1	2	10	i	0
- COCc1cc(C2C(C(=O)c3ccco3)=C(O)C(=O)N2CCOCCO)ccc1O (centres undefined)
  0.8	-1	2	-3	-2	10	-16	i	-2
- O=C(c1ccco1)N1CCCN(Cc2nc(-c3ccc4c(c3)OCO4)no2)CC1
  -0.1	0	-2	-3	-4	-10	-1	i	2
- CCOC(=O)C(=O)Nc1ncc(Cl)s1
  2.5	4	10	-3	-11	-6	-15	i	2
- COc1ccc2[nH]c(C(=O)N/N=C/c3ccccc3OC)cc2c1
  5.8*	-3	-3	6	-5	2	8	i	-1
- CCOC(=O)CCCNC(=O)c1cncc(Br)c1
  0.9	0	4	-7	-8	3	-19	i	0
- Cc1ccc(Nc2nc(N)nc(CN3CCN(Cc4ccc5c(c4)OCO5)CC3)n2)cc1
  -1.1	1	5	-5	-8	3	7	i	-2
- CCOC(=O)Cc1csc(SCc2cc(=O)oc3cc(O)ccc23)n1
  0.9	-7	-4	-6	-8	-6	3	i	-2
- Cc1nc(NC(=O)CSc2ccc(-c3nc4ccccc4[nH]3)cn2)sc1C
  1.0	-27	5	0	-4	-39	17	i	-8
- C/C(=N\NC(=O)c1cccc(F)c1)c1ccc(NC(=O)Cc2ccccc2)cc1
  0.3	-7	0	-1	-3	7	5	i	-1
- CC(=O)N1CC(=O)N=C1SCC(=O)Nc1nc(C)c(-c2ccccc2)s1
  0.7	-22	1	-126	-13	-8	8	i	1
- Cc1ccccc1OCC(=O)N/N=C/c1ccc([N+](=O)[O-])o1
  4.1	-8	.	0	-10	-14	-8	i	-1
- Cc1ccccc1NC(=S)N1CCCN(Cc2ccc(F)cc2)C1
  1.9	10	-1	-3	-8	4	-14	i	1
- CN(C)c1ccc(NC(=O)/C=C/c2ccccc2Cl)cc1
  1.8	1	13	-6	-14	-3	-1	i	4
- CCOC(=O)c1c(C)[nH]c(C(=O)N2CCCC(C(=O)c3cccc(OC)c3)C2)c1C (centres undefined)
  -0.4	-9	-6	-3	-1	1	19	i	4
- CCSc1nnc2c(n1)OC(C)(C)Nc1ccccc1-2
  0.6	0	0	-2	-2	11	12	i	0
- O=C(Nc1ccc(N2CCN(C(=O)c3ccccc3)CC2)cc1)c1cc([N+](=O)[O-])ccc1N1CCOCC1
  3.4	2	-4	16	4	10	23	i	-3
- O=C(Nc1ccc2c(c1)OCCO2)C1CCN(c2nnnn2-c2ccccc2)CC1
  -1.2	-2	-2	-5	-11	-3	-25	i	-1
- Nc1c(C(=O)O)cnn1-c1ccccc1
  -0.1	-16	-2	-2	2	12	7	i	-1
- Cn1c(=O)c2c(nc(NCc3ccco3)n2C/C=C/c2ccccc2)n(C)c1=O
  1.1	-14	-11	5	1	22	9	i	3
- CCNC(=O)COC(=O)/C=C/c1ccccc1[N+](=O)[O-]
  2.0	7	3	-5	0	-5	-8	i	-2
- O=C(CNS(=O)(=O)c1ccccc1)N1CCN(C(=O)c2ccco2)CC1
  -0.5	4	4	-9	-1	3	13	i	3
- Cc1ccc(S(=O)(=O)NCC(=O)N2CCN(c3ccccc3F)CC2)cc1
  .	-1	0	-9	-10	-2	6	i	-1
- Cc1cccc(C(=O)OCC(=O)c2c(N)n(CC(C)C)c(=O)n(C)c2=O)c1O
  -0.2	4	5	18	-3	-10	8	i	0
- COC(=O)c1ccccc1N1C(=O)C2C(C1=O)[C@H]1C=C[C@@H]2C1 (some centres undefined)
  -1.2	-1	6	-1	7	4	3	i	1
- Cc1cc(=O)oc2cc(NS(=O)(=O)c3ccccc3)ccc12
  1.4	-5	1	1	-1	13	23	.	2
- Cc1ccccc1C(=O)NC[C@@H]1CCCN2CCCC[C@H]12
  1.1	2	-1	-7	-3	-6	15	i	0
- CN(C)CCCN(C(=O)c1ccco1)c1nc2ccc(Br)cc2s1
  0.0	2	0	5	-1	-3	4	i	-2
- O=C1CN(C(=O)COC(=O)c2ccccc2NC(=O)c2ccco2)c2ccccc2N1
  0.6	-11	8	-3	-2	-5	24	i	0
- O=C(c1ccc(-n2cccn2)cc1)N1CCN(c2ncccc2C(F)(F)F)CC1
  -1.2	-1	4	3	-1	12	-13	i	2
- O=C(CSc1nc2ccc([N+](=O)[O-])cc2[nH]1)NC1CCCCCC1
  1.8	-11	-7	44	-6	2	-7	i	-1
- CCC(=O)N(Cc1ccco1)c1nc(-c2cc(OC)ccc2OC)cs1
  0.0	-4	-8	8	-3	-8	1	i	5
- CC(=O)Nc1ccc(SCc2c(C)noc2C)cc1
  -0.7	2	2	-4	-11	8	-4	i	4
- CCNc1nc(NCC)nc(N(C)N)n1
  0.0	8	4	-6	-1	3	12	i	-3
- Cc1nc2oc3ccc(F)cc3c(=O)c2cc1C(=O)NC(C)(C)C
  1.2	-9	0	8	-5	-1	7	i	9
- Cc1ccc(OCC(=O)N(Cc2ccccc2)c2c(N)n(Cc3ccccc3)c(=O)[nH]c2=O)c(C)c1
  -0.9	-4	-1	6	-3	-2	9	i	2
- Nc1nc(-c2ccc(F)cc2)cc(C(F)(F)F)n1
  0.2	5	5	0	-12	-8	7	i	1
- CCN(CC)CCCCCC(=O)Nc1ccccc1C(=O)Nc1ccccc1
  0.2	-1	-2	-1	-3	-4	10	i	1
- COC(=O)c1cccc(S(=O)(=O)N2CCC(c3nc4ccccc4o3)CC2)c1
  -0.6	-5	8	5	-9	20	5	i	1
- CCC(OC(=O)c1ccco1)C(=O)NCc1ccc(OC)cc1 (centres undefined)
  0.7	7	1	-5	0	3	-1	i	4
- CC(C)Nc1ncnc2c1ncn2[C@H]1CN(Cc2ccco2)C[C@@H](CO)O1
  -0.5	3	2	-4	0	-6	14	i	-3
- Cn1cccc1C(=O)NC(=O)COC(=O)Cc1coc2ccc3ccccc3c12
  0.5	-1	6	14	-5	-8	-13	i	1
- N#Cc1cccc(S(=O)(=O)NNC(=O)C23CC4CC(CC(C4)C2)C3)c1
  0.6	-3	5	-8	-4	3	0	i	4
- CCS(=O)(=O)N1Cc2ccccc2CC1C(=O)Nc1cccc(C)c1 (centres undefined)
  1.0	4	2	-4	-9	9	-5	i	1
- CCc1cccc(N(C)C(N)=Nc2cccc3ccccc23)c1
  -1.4	-6	-1	1	-2	-5	4	i	-6
- N#CCCn1nc2c(c1N)CCC2
  -1.5	7	-4	-6	-1	8	1	i	6
- COc1ccc(-c2ccc3[nH]c4c(c3c2)CCN2C[C@H]3[C@H](C)ON(C)[C@H]3C[C@@H]42)cc1
  0.4	3	-11	1	-6	-14	0	i	-2
- CCCC(=O)N1c2ccccc2NC2=C(C(=O)CCC2)C1c1ccc(F)cc1 (centres undefined)
  2.7	-3	0	-7	-7	13	-1	i	0

# Later entries:
# Second line of a record – MsrA inhibitor	eLon inh	MT1-MMP act inh	FAS TE block	MsrA act	NRP1-CendR mod	SKN-1 inh	Neddylation inh	Rin1-Abl PPI inh
- O=C(NN1C(=O)C2C3C=CC(C3)[C@H]2C1=O)c1cccnc1 (some centres undefined)
  0.1	-5	-1	-12	-2	2	8	i	3
- NC(CC(=O)O)c1ccc(Br)cc1 (centres undefined)
  -0.7	1	2	-14	-11	1	-4	i	3
- O=C(N/N=C/c1c[nH]c2ccccc12)c1cc2ccccc2o1
  4.2	-9	-3	5	-2	0	0	.	-1
- N#CCc1cnc2ccccc2n1
  0.2	3	1	-5	-1	-7	30	i	-5
- O=c1c2ccccc2nc2sc(Nc3ccc(F)cc3)nn12
  -0.1	-2	5	-12	-7	6	-1	i	2
- O=C(CSCCc1ccccn1)Nc1cccnc1Cl
  0.1	-1	14	-8	-1	-16	6	i	-3
- CCN(CC)c1cc2c(c3c1ccn3C)C1CCC2O1 (centres undefined)
  -0.3	3	4	-10	-13	8	5	i	1
- Cc1nnc(NC(=O)c2ccc(C)c(S(=O)(=O)N3CCOCC3)c2)s1
  0.5	-1	6	-6	-2	4	19	i	1
- O=C1CCc2cc(S(=O)(=O)N3CCC(C(=O)NC4CCCC4)CC3)ccc2N1
  -1.0	-5	-2	-7	-3	-12	-11	i	1
- Cc1ccc(C)c(OCCCCn2ccnc2)c1
  -0.2	-8	2	-4	-2	-1	7	i	7
- CCCCC(=O)N/N=C(\C)c1cccc(NC(=O)C2CC2)c1
  0.3	1	1	-10	-2	8	4	i	-4
- CCOC(=O)c1c(-c2ccccc2)csc1NC(=O)CSc1nncs1
  0.1	3	2	15	-2	-4	10	i	-2
- COc1ccc(C(O)c2nc(-c3cnn(C)c3)cs2)cc1 (centres undefined)
  -0.2	-2	0	-13	-5	12	4	i	-2
- CCOC(=O)c1[nH]c2ccc(OC)cc2c1NC(=O)c1ccc2c(c1)OCO2
  0.5	9	2	3	-2	3	-4	i	-2
- O=C(CN1C(=O)NC2(CCCCC2)C1=O)Nc1ccc(S(=O)(=O)N2CCOCC2)cc1
  2.0	-10	3	-11	-8	12	-7	i	-1
- O=C(CCC(=O)OCc1cccc([N+](=O)[O-])c1)Nc1ccc(F)cc1
  0.3	0	-2	-1	0	-8	1	i	-1
- CCC1CCCCN1C(=O)CSc1n[nH]c(N)n1 (centres undefined)
  -0.3	2	1	-8	-2	1	8	i	1

# Arranged by heavy-atom count (smallest number first): some entries from above.
# Second line of a record – MsrA inhibitor	eLon inh	MT1-MMP act inh	FAS TE block	MsrA act	NRP1-CendR mod	SKN-1 inh	Neddylation inh	Rin1-Abl PPI inh
- Cc1ccc(C)c(OCCCCn2ccnc2)c1
  -0.2	-8	2	-4	-2	-1	7	i	7
- CCCCC(=O)N/N=C(\C)c1cccc(NC(=O)C2CC2)c1
  0.3	1	1	-10	-2	8	4	i	-4
- O=C(CCC(=O)OCc1cccc([N+](=O)[O-])c1)Nc1ccc(F)cc1
  0.3	0	-2	-1	0	-8	1	i	-1
- CCOC(=O)c1c(-c2ccccc2)csc1NC(=O)CSc1nncs1
  0.1	3	2	15	-2	-4	10	i	-2

# Screening data (PubChem)
